PriA SSB inh: K. pneumoniae PriA-SSBct interaction inhibition; AlphaScreen SSBct-PriA binding, biotinylated peptide; inhibition, % at 33 µM; hit rate 0.6% among 430,000; in the data active means inhibition mostly above about 37%, no sharp cut-off; inactive means mostly below about 20%;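 further: plate controls were negative control peptide for no effect and reference peptide for full effect; strong numbers were not always called active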
3CLpro inhibitor: SARS-CoV 3CLpro protease inhibition. recombinant SARS-CoV 3CLpro, quenched FRET peptide cleavage. inhibition, % at 6 µM. hit rate 0.14% among 290,000. AID 1706; in the data active means inhibition above about 12%
Yp Topo-I inh: blocks Yersinia pestis topoisomerase I activity. hit rate 0.064% among 360,000. activity, % at 10 µM. AID 504884. Y. pestis Topo-I cleavage product accumulation, plate reader; in the data active means activity above about 50%, passing the limit was not always enough; further: inactives centre near 2
DUSP3 inh: DUSP3 (human) phosphatase inhibition; P51452; recombinant VHR phosphatase, pNPP absorbance; inhibition, % at 13.3 µM; hit rate 0.52% among 290,000; AID 1654; in the data active means inhibition above about 50%; further: some compounds called inactive have numbers as strong as hits
Target sequence (P51452 whole entry, looked up): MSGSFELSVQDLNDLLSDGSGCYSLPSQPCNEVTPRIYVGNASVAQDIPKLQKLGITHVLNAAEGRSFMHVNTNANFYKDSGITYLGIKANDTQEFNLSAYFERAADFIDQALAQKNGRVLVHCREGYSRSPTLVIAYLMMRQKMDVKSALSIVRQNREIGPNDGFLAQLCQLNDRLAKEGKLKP
Vc quorum ag: induces V. cholerae light production without autoinducers; activation, % at 18.7 µM; hit rate 0.16% among 350,000; V. cholerae BH1578 lux reporter, luminescence, 6 h; AID 588436; in the data active means activation mostly above about 9.7%, no sharp cut-off; further: not every result past the cut was called active; inactives centre near 0; reference of the scale not given here
TcdB inh: blocks C. difficile toxin B glycohydrolase activity; P18177; TcdB glycohydrolase enzymatic assay, plate reader; inhibition, % at 9.99 µM; hit rate 0.24% among 350,000; in the data active means inhibition above about 10%
PfHsp40 yeast: restores yeast growth despite PfHsp40 toxicity. growth rescue, % at 12.5 µM. S. cerevisiae expressing PfHsp40, growth rescue, ATP luminescence. hit rate 0.68% among 340,000; in the data active means growth rescue above about 28%, passing the limit was not always enough;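 further: yeast W303a lacking pdr1 and pdr3 grown in galactose medium; growth measured after three days at 30 °C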
MazEF act: increases E. coli MazEF RNase cleavage of RNA; hit rate 0.32% among 350,000; FAM/BHQ RNA-DNA oligo cleavage fluorescence, 5 h; activation, % at 20 µM; in the data active means activation above about 50%
Target sequence (P0AE70 whole entry, looked up): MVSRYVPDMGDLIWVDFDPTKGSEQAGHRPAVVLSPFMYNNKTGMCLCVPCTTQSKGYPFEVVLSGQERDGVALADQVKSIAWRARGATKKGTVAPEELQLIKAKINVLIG
Rv3671c inh: inhibits the M. tuberculosis serine protease Rv3671c; inhibition, % at 5.96 µM; AID 2606; hit rate 0.048% among 320,000; in the data active means inhibition above about 38%;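 further: extracellular domain of Rv3671c used as enzyme; 0% = enzyme with DMSO and 100% = no enzyme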
Target sequence (P9WHR9 whole entry, looked up, the tested form may be a part): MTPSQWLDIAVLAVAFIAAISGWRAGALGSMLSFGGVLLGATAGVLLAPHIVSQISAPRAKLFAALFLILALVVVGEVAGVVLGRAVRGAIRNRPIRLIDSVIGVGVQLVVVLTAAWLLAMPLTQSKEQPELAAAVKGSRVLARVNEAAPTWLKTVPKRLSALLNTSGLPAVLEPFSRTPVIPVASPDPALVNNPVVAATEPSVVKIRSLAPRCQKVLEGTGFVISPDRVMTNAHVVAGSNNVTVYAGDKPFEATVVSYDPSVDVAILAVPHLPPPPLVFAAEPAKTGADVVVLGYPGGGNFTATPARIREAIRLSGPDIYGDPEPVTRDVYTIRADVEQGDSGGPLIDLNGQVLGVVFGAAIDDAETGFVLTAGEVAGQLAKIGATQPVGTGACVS
Anthrax LF inh2: blocks Bacillus anthracis lethal factor protease | hit rate 0.12% among 360,000 | multiplex microsphere protease cleavage assay, LF | P15917 | inhibition, % at 10 µM; in the data active means inhibition above about 30%; further: plate controls were buffer without enzyme for full effect and enzyme alone for no effect
* = called active by the depositor; i = inactive; / = no result given; & = joins results of further samples. Only part of the results is shown. The share of hits here may be higher or lower than overall.

Structure | Rv3671c inh | DUSP3 inh | MazEF act | 3CLpro inhibitor | Yp Topo-I inh | Vc quorum ag | PriA SSB inh | TcdB inh | PfHsp40 yeast | Anthrax LF inh2
COc1ccc(C)cc1S(=O)(=O)N1CCN(C(=O)c2ncoc2-c2ccc(C)cc2)CC1 | 2 | 0 | -1 | 4 | 19 | -0.2 | -3 | 0.3 | -1.8 | 3
CCCCCc1c(C)nc(Nc2ccccc2)[nH]c1=O | -2 | 17 | 12 | 1 | 4 | 1.0 | 5 | / | 0.2 | -2
O=C1C2C3C=CC(C3)C2C(=O)N1CCN1CCN(S(=O)(=O)/C=C/c2ccccc2)CC1 (stereo unspecified) | 3 | 14 | 5 | 7 | 24 | i | -16 | 1.9 | 0.0 | -8
Cn1c(SCC(=O)NCC2CCCO2)nnc1-c1ccc(Cl)cc1 (stereo unspecified) | 0 | / | 3 | / | 1 | 0.0 | -17 | -0.4 | -0.8 | -1
O=C(CN1CCOc2ccccc21)N1CCC(Cc2ccccc2)CC1 | 5 | / | -1 | 8 | 16 | -0.2 | -7 | 0.7 | 1.9 | -2
CSc1nccc(Oc2cccc(C#N)c2)n1 | 9 | -10 | -4 | 1 | -3 | 0.4 | -28 | 1.2 | -0.5 | 0
Cc1ccc2nc(SCC(=O)c3ccc4c(c3)OCO4)[nH]c2c1 | -2 | 42 | 3 | -8 | -7 | i | -9 | 1.1 | 2.2 | -9
O=C(COC(=O)Cn1cc(C(F)(F)F)ccc1=O)NCc1ccccc1 | / | / | 2 | / | -9 | -0.4 | 1 | 2.0 | -1.9 | -4
CCC(=O)Nc1nc2ccccc2n1Cc1ccc(Cl)cc1 | 12 | 15 | -9 | 1 | 3 | -0.3 | 1 | 0.5 | -0.8 | -1
CCOc1ccccc1N1CCN(C(=S)NCc2ccccc2)CC1 | 4 | 7 | -18 | 4 | -1 | -0.3 | -11 | 0.4 | -2.1 | -1
CNS(=O)(=O)c1ccc2ccccc2c1 | 5 | -3 | 11 | 1 | -3 | -0.5 | -8 | 1.4 | 0.4 | 0
CN1OC[C@@H]2CN(Cc3cc(Cl)cc(Cl)c3)[C@H](c3cccc(-c4ccc(C#N)cc4)c3)C[C@@H]21 | / | / | -8 | / | 25 | i | / | 2.5 | / | -7
CCOc1ccc(-c2cncc3nccn23)cc1 | / | / | / | / | -4 | i | / | 1.5 | / | -4
COC(=O)c1sccc1-n1cccc1C(=O)C(=O)N1CCOCC1 | 6 | -3 | -27 | 1 | -1 | -0.2 | -1 | -0.6 | -0.6 | -2
CSc1cccc(N2CC(C(=O)N3CCN(S(=O)(=O)c4ccccc4Cl)CC3)CC2=O)c1 (stereo unspecified) | -1 | / | 0 | / | 30 | i | -3 | 2.2 | 0.4 | 2
O=C(Nc1ccccc1-c1nc2ccccc2s1)c1cccnc1 | 0 | 13 | 5 | -1 | -6 | i | -17 | -5.8 | -1.7 | 0
CN(Cc1ccccc1)C(=O)COC(=O)/C=C/c1ccc2c(c1)OCO2 | -3 | / | 7 | / | 17 | i | -6 | -0.6 | 0.9 | -7
Cc1cc(C)n(-c2ccc(C(=O)OC(C)C)cc2)n1 | -2 | -11 | 5 | 1 | 3 | i | -17 | 0.6 | -1.6 | 0
O=C/C(=C\Nc1ccccn1)c1nc2cc(Cl)ccc2o1 | -3 | -23 | 11 | 5 | 7 | i | -13 | -0.7 | 0.0 | -5
Cc1ccc(N(C(=O)c2ccncc2)C2C=CS(=O)(=O)C2)cc1 (stereo unspecified) | -1 | -5 | 5 | -3 | 5 | -0.3 | -8 | 1.1 | 1.3 | -6
CCOc1ccc(S(=O)(=O)Nc2ccc(C(=O)N/N=C(\C)c3ccc(-n4ccnc4)cc3)cc2)cc1 | -114 | -1 | 2 | 0 | -3 | -0.3 | / | / | 0.5 | 5
C=CCn1c(SCc2cccc(C#N)c2)nnc1-c1ccccc1O | -4 | 11 | 3 | -6 | 12 | -0.6 | -3 | 1.2 | -1.2 | -11
CCC(=O)Nc1cccc(C(=O)/C=C/c2cc(Br)ccc2OC)c1 | -19 | 10 | -1 | 1 | 16 | i | 7 | / | 0.0 | -4
O=C(CNC(=O)c1ccccc1F)N/N=C\C=C\c1ccccc1 | 5 | 13 | 3 | 0 | 19 | -3.6 | / | -1.7 | 0.1 | 0
O=C(CSc1ncn[nH]1)NC12CC3CC(CC(C3)C1)C2 | 5 | 11 | -11 | -10 | -1 | i | 8 | / | -1.0 | -6
CC(C)CNS(=O)(=O)c1ccc(OCC(=O)Nc2ccc3c(c2)OCCO3)cc1 | 5 | 7 | 0 | 5 | -7 | -2.0 | 8 | / | -1.1 | -1
CN1C2CCC1CC(NS(=O)(=O)c1cc(Cl)c(Cl)cc1Cl)C2 (stereo unspecified) | 1 | -35 | 8 | 1 | -3 | i | -15 | 1.4 | -3.0 | -3
O=[N+]([O-])c1ncccc1OCc1ccc(Br)cc1F | 6 | 31 | 6 | 1 | 7 | -0.5 | -7 | 4.9 | 0.8 | -17
CCn1c(N2CCN(C(=O)Nc3ccc(F)cc3)CC2)nc2ccccc21 | -13 | 27 | 8 | -3 | -3 | i | -6 | / | -1.6 | -3
CN(C)c1ncnc2c1ncn2[C@H]1CN(CCN2CCOCC2)C[C@@H](CO)O1 | / | / | / | / | 2 | -0.2 | / | -2.0 | / | -4

Arranged by molecular weight (lowest first): some entries from above
Structure | Rv3671c inh | DUSP3 inh | MazEF act | 3CLpro inhibitor | Yp Topo-I inh | Vc quorum ag | PriA SSB inh | TcdB inh | PfHsp40 yeast | Anthrax LF inh2
O=C(CSc1ncn[nH]1)NC12CC3CC(CC(C3)C1)C2 | 5 | 11 | -11 | -10 | -1 | i | 8 | / | -1.0 | -6
O=C(Nc1ccccc1-c1nc2ccccc2s1)c1cccnc1 | 0 | 13 | 5 | -1 | -6 | i | -17 | -5.8 | -1.7 | 0
CC(C)CNS(=O)(=O)c1ccc(OCC(=O)Nc2ccc3c(c2)OCCO3)cc1 | 5 | 7 | 0 | 5 | -7 | -2.0 | 8 | / | -1.1 | -1

Next results follow.
Structure | Rv3671c inh | DUSP3 inh | MazEF act | 3CLpro inhibitor | Yp Topo-I inh | Vc quorum ag | PriA SSB inh | TcdB inh | PfHsp40 yeast | Anthrax LF inh2
COc1cc(/C=N/n2c(C3CCCCC3)n[nH]c2=S)cc(OC)c1O | 8 | 11 | 11 | 1 | -4 | i | / | 1.0 | -1.9 | -6
O=C(NCc1cccc(Cl)c1)c1cccc(C(F)(F)F)c1 | -3 | 3 | -1 | -1 | 2 | i | -26 | 4.6 | 4.8 | -3
O=C(CNC(=O)c1ccccc1F)c1ccccc1 | -3 | 39 | 6 | 4 | -2 | 1.8 | -14 | 0.5 | -1.3 | 11
O=C(c1cn(-c2ccccc2)nc1-c1cccs1)N1CCOCC1 | 0 | 19 | 2 | 4 | 7 | 25* | 13&-5 | / | 20 | -3
Cc1ccc(-c2cc(C(=O)NCCCN3CCOCC3)no2)cc1 | -3 | -14 | 3 | -3 | 9 | 11 | -1 | / | -0.9 | 2
Cc1ccccc1NC(=O)NCC1CCN(C(=O)OC(C)(C)C)CC1 | 2 | -9 | 1 | 0 | 9 | -1.3 | -3 | 0.3 | -0.7 | /
CCCCC(=O)N1C/C=C\[C@H](c2ccc(OC)cc2)N(Cc2ccc(F)cc2)C(=O)[C@@H]1C | -17 | / | 3 | / | 41 | i | 4 | 0.1 | 2.4 | 9
CC(C)(C)C(=O)Nc1c2c(nn1-c1ccccc1)CSC2 | -10 | 8 | -6 | 0 | 26 | -0.2 | -9 | -9.2 | 0.7 | /
Cc1ccc(-n2nnc3c(=O)n(Cc4cc(C)ccc4C)cnc32)cc1 | 2 | 52* | -2 | 3 | -1 | i | -5 | / | 1.2 | -5
O=C1c2ccc(Br)cc2C(=O)N1c1ccc(Cl)cn1 | -3 | 33 | 5 | 3 | 9 | -0.1 | -6 | 0.6 | -1.4 | 18
Cc1ccccc1C(=O)NNc1ccc(-c2csnn2)cc1 | 0 | 32 | -1 | 3 | -5 | -1.0 | 12 | -1.0 | 0.1 | -13
O=C(O)CCCCCN1C(=O)c2ccc(C(=O)O)cc2C1=O | 1 | 6 | -1 | -2 | 5 | -0.5 | -2 | -2.3 | 0.2 | -1
O=C(O)CC(NC(=O)CCC1CCCCC1)c1cc([N+](=O)[O-])ccc1Cl (stereo unspecified) | 3 | -9 | 6 | 3 | 9 | 1.8 | -3 | 1.7 | -1.6 | -2
CC1(c2ccc(Cl)cc2)NC(=O)N(CN2CCOCC2)C1=O (stereo unspecified) | -2 | 7 | -3 | 4 | 0 | 1.3 | -7 | 1.8 | 0.7 | 1
Cc1cccc(N2CCN(C(=O)CN3CCOc4ccccc43)CC2C)c1 (stereo unspecified) | 1 | 29 | -14 | -6 | 13 | i | 14 | 1.3 | 2.8 | -10
Cc1cc(NC(=O)c2ccc(C)s2)n(-c2ccccc2)n1 | 9 | 20 | 1 | 1 | -4 | i | -10 | / | -0.2 | 0
CCN(c1ccccc1)S(=O)(=O)c1ccc(C(=O)Nc2nccs2)cc1 | 7 | 10 | -5 | 2 | 5 | -0.6 | -6 | / | -1.4 | -1
COc1cccc(CN2CC(C(=O)NCc3ccc(Cl)s3)CCC2=O)c1 (stereo unspecified) | / | 16 | -2 | -3 | 11 | i | 10 | 2.1 | -0.6 | -4
O=C(NCCCN1CCCC1=O)c1ccc(NS(=O)(=O)c2ccccc2)cc1 | -2 | / | 4 | / | 0 | -3.7 | -9 | 1.6 | 0.2 | -2
Cc1cc(C)c(OCCCCN2CCNCC2)c(C)c1 | -5 | -13 | 5 | -2 | -15 | i | -11 | 0.7 | 0.2 | -2
CC(=O)NC(=S)Nc1ccccc1F | 2 | 6 | 2 | 0 | 4 | i | 9 | 1.7 | 0.6 | 4
O=C(CCc1nc(-c2ccccc2Cl)no1)NC1CCCCC1 | -1 | 13 | 4 | -3 | 0 | 1.2 | -8 | -1.0 | -0.6 | -3
COc1cccc(Cn2c(=O)c3ccccc3n3nc(C)cc23)c1 | -1 | 9 | 16 | 3 | 11 | -0.4 | 7 | 2.1 | 1.4 | 2
O=C(c1ccc(S(=O)(=O)Nc2cccc(C(F)(F)F)c2)cc1)N1CCC1 | -1 | 5 | 7 | -1 | 10 | -0.1 | 7 | 2.6 | -1.6 | -2
Cc1ccsc1C(=O)OCC(=O)N(C)C1CCCCC1 | -4 | / | 9 | / | 7 | 2.1 | 1 | 2.1 | -0.9 | 10
CCN1C(=O)[C@H]2[C@@H](c3ccc(C)cc3)N3C(=O)N(c4cccc(Cl)c4)C(=O)[C@@]3(Cc3ccccc3)[C@H]2C1=O | -2 | / | 2 | / | 1 | -0.4 | 8 | 0.0 | 1.6 | -1
COc1ccc(CNC(=O)c2sccc2-c2ccccc2)cc1OC | 1 | 4 | 1 | 6 | 14 | 3.1 | -4 | 0.3 | -0.7 | -1
COc1ccc(C2C(=O)N(CCc3ccccc3)CC(=O)N2C2CCCCC2)cc1 (stereo unspecified) | 10 | 37 | -2 | 3 | 19 | -0.2 | -18 | / | 0.4 | -4
CCc1cccc(NC(=O)C2CCN(S(=O)(=O)c3ccc4c(c3)NC(=O)CO4)CC2)c1 | 3 | 36 | 4 | 0 | 30 | i | -3 | 0.4 | 0.8 | -1
Cc1cc(C(=O)CSc2nnnn2C)c(C)n1-c1cccc(F)c1 | -7 | 6 | 3 | -1 | 15 | i | 2 | / | 0.5 | -4
CN(C)S(=O)(=O)c1cccc(NC(=O)COC(=O)CCc2nc3ccccc3s2)c1 | -3 | 15 | -1 | 2 | 1 | i | -10 | / | 1.9 | 2
